ERp5 block = inhibitors of ERp5-driven insulin aggregation, primary screen, biochemical, turbidity, absorbance 650 nm, single point. Protein disulfide-isomerase A6 (Homo sapiens), Q15084. 90 min. inhibition, % at 9.99 µM. actives 0.05% (n = 350,000). AID 651711, 2012;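 active = mean replicate inhibition above about 25%, with every replicate also reaching it, limit read from the data, passing the limit was not always enough; inconclusive = only one of those two criteria met; inactive = neither criterion met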
Target sequence (Q15084 whole entry, looked up): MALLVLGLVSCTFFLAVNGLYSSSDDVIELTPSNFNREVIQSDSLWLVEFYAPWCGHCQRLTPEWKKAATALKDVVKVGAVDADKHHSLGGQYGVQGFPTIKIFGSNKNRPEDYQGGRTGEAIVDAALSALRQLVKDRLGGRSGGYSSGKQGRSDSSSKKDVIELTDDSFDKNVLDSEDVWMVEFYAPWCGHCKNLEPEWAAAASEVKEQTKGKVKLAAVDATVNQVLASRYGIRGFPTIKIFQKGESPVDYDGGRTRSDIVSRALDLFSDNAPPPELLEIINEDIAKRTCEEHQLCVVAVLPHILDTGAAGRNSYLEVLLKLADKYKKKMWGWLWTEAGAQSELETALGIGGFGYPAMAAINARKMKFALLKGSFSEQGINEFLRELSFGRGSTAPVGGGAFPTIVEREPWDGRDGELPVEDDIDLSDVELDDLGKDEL
esBAF inh = Bmi1 luciferase reporter increase in mESCs, primary screen, esBAF inhibitor project, mouse ES cells, Bmi1 luciferase knock-in, single point; reporter increase, % at 12.5 µM; actives 2% (n = 350,000); 24 h; 100% = twice the neutral-well signal; in the data active = activation above about 40%; inconclusive = no clear call, values can overlap the other calls;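 note: 0% = median of the plate's neutral control wells and 100% = double that signal; a rise in the Bmi1 reporter signal indicates esBAF inhibition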
ERAP1 HTS inh = human ERAP1 aminopeptidase inhibitors, primary screen, biochemical, single point, plate reader | Endoplasmic reticulum aminopeptidase 1 (Homo sapiens), Q9NZ08 | recombinant ERAP1, Leu-AMC fluorescence, 60 min | inhibition, % at 10.7 µM | actives 0.15% (n = 340,000) | AID 652197, 2013;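 active = mean replicate inhibition of at least 30%, or all replicates individually reaching that 30% level; inactive = mean below 30% and not every replicate reaching it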;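 note: 0% = neutral control wells and 100% = L-leucinethiol positive control wells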
RAD52 anneal inh = RAD52 DNA annealing inhibitors, primary screen, biochemical, FRET, single point, set 2; recombinant RAD52 DNA annealing, FRET fluorescence; inhibition, % at 18.7 µM; actives 0.46% (n = 360,000); AID 651710, 2012;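 active = every replicate showing at least 50% inhibition; inconclusive = mean inhibition at least 50% but not in every replicate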
Target sequence (P43351 whole entry, looked up): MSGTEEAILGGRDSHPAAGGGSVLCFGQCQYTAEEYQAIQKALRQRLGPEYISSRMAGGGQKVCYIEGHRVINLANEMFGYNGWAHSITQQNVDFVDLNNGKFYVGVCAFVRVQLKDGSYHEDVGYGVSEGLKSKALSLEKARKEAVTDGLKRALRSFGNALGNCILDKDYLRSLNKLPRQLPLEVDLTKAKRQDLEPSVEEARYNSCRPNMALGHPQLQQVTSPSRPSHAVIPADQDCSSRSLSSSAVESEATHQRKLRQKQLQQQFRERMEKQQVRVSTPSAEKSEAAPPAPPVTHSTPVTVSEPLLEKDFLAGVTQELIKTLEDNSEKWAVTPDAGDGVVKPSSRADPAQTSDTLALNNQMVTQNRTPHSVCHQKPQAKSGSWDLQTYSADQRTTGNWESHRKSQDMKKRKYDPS
E-selectin induc = E-selectin induction in HUVECs, primary screen, imaging, HUVEC, immunofluorescence imaging, single point | normalized: neutral wells 0, TNF-alpha wells 100 | actives 0.37% (n = 260,000) | AID 686992, 2013 | activation, % at 7.58 µM;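 active = mean E-selectin-positive cell signal at least 10% of the positive control, reached in at least 60% of replicates, without over 20% cell loss; inconclusive = no rule given, readout overlaps actives, possibly toxicity-flagged; inactive = the rest, including those meeting only one limit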;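 note: in these data hits start at about 27%; measured in HUVEC primary endothelial cells; signal is the percent of cells scored E-selectin positive by PE staining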
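assay system = HUVEC, human umbilical vein endothelial cells | input = 3,000 HUVEC seeded per well | medium = EGM-2 growth medium on 0.1% gelatin-coated wells | dosing = one compound dose added by pin transfer | signal = immunofluorescence imaging | read-out basis = % PE-positive cells | control set = TNF-alpha, DMSO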
RAD54 inh = inhibitors of human RAD54 branch migration, primary screen, biochemical, fluorescence, single point; inhibition, % at 10.4 µM; RAD54 Holliday junction branch migration, FAM/BHQ fluorescence; actives 0.14% (n = 360,000); AID 602329, 2012; DNA repair and recombination protein RAD54-like (Homo sapiens), Q92698;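 active = mean normalized replicate activity at least 40 and at least half of replicates scoring 40 or more; inconclusive = only one of the two criteria met; inactive = mean below 40 and under half of replicates reaching 40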;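 note: 0% = median of neutral control wells and 100% = median of positive control wells; inhibitors cause a drop in the FAM fluorescence signal; in these data hits start at about 50%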
S100A4 MyoIIA = inhibitors of S100A4-myosin IIA peptide binding, primary screen, biochemical, fluorescence polarization, TAMRA-MyoIIA peptide; inhibition, % at 10.7 µM; actives 0.14% (n = 360,000);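 active = mean inhibition of at least 70% across replicates, with every replicate also reaching that level; inconclusive = mean inhibition reaches 70% but some replicates fall short; inactive = mean inhibition below 70%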
Target sequence (P26447 whole entry, looked up): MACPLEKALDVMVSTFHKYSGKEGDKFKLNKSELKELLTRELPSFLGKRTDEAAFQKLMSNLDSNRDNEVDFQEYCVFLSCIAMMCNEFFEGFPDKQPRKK
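Compound dosing: one dose per compound; test system: human S100A4 monomer with TAMRA-labelled myosin IIA peptide; probe or stimulus: TAMRA-labelled myosin IIA heavy-chain peptide probe, 5 nM; medium: HEPES buffer with Ca2+, pH 7.2; schedule: 5 min incubation before reading; benchmarks: neutral control DMSO, positive control TFP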
Xi reactivation = activators of inactive X chromosome reactivation, primary screen, imaging, XiGFP fibroblasts, GFP high-content imaging, set 2 | XiGFP mouse fibroblasts, % GFP-positive cells imaging, 3 d; cells co-treated with 5-aza-dC sensitizer; scaled so ellipticine positive control = 100% | AID 743238, 2013 | actives 0.055% (n = 360,000) | activation, % at 7.58 µM;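 active = mean normalized replicate activation at least 10% and every replicate at or above 10%; inconclusive = only one of the two criteria met; inactive = mean below 10% and not all replicates reach 10%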;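 note: 0% = median of on-plate neutral control wells and 100% = ellipticine 6 µM median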
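System: SV40-immortalized XiGFP fibroblast cells, line 68-5-11 / Incubation: 3-day compound exposure, then 15 min fixation at room temperature / Compound: single concentration per compound, delivered by pin transfer / Buffer or medium: DMEM plus 5-aza-dC sensitizer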
An asterisk follows results filed as active; ? = inconclusive; . = no result given; & = joins results of further samples. Compounds were not picked by outcome (roughly 2.5% active in at least one column).

molecule,ERp5 block,esBAF inh,ERAP1 HTS inh,RAD52 anneal inh,E-selectin induc,RAD54 inh,S100A4 MyoIIA,Xi reactivation
CC(CC(=O)Nc1ccc(C(N)=O)cc1)c1ccccc1 (configuration not stated),-1,-5,-2,-12,0.0,-5,1,-0.4
Nc1ccc2nc3n(c(=O)c2c1)CCC3,2,0,1,36,0.6,3,-2,1.0
Cc1ccc(Cl)cc1NC(=S)N/N=C/c1cccc2ccccc12,1,.,0,-4,3.6,-2,0,0.9
Cc1ccc(S(=O)(=O)N2C3CCCCC3O[C@H]2CC(=O)c2ccc(F)cc2)cc1 (some centres not stated),3,.,3,-3,-0.1,.,-3,0.0
COc1ccc(C2(C)NC(=O)N(CC(=O)NC3(C#N)CCCCC3)C2=O)cc1 (configuration not stated),0,.,0,-18,-1.0,-4,-4,0.3
CO[C@@H]1CN(C)C(=O)c2cc(NS(C)(=O)=O)ccc2OC[C@@H](C)N(C(=O)C2CC2)C[C@@H]1C,-5,6,-1,9,-0.3,-11,-6,0.0
CCCC#Cc1ccc2c(c1)O[C@@H](CN(C)C(=O)NC(C)C)[C@@H](C)CN([C@@H](C)CO)S2(=O)=O,-4,-2,0,17,-0.1,2,-43,0.1
CC(C)NC(=O)N(C)C[C@@H]1Oc2c(NC(=O)c3cnccn3)cccc2C(=O)N([C@H](C)CO)C[C@H]1C,-4,-4,1,-10,-24,0,0,-0.1
CN(C)C(=O)C[C@H]1C=C[C@@H](NC(=O)NC2CCCCC2)[C@H](CO)O1,0,-6,-3,7,-0.2,-6,2,-0.3
COC(CNS(=O)(=O)c1cc2c3c(c1)CCN3C(=O)CC2)OC,-2,-2,5,-3,.,7,9,0.0
O=C(CCc1nc2sc3c(c2c(=O)[nH]1)CCCC3)N1CCN(c2ccccc2)CC1,-2,-6,3,-23,2.9,.,-6,0.1
C[C@@H]1CCCCO[C@@H](CN(C)Cc2ccc(C(=O)O)cc2)[C@@H](C)CN([C@@H](C)CO)C(=O)c2cc(NC(=O)CCC(F)(F)F)ccc2O1,-7,1,-1,10,-0.1,2,-1,-1.1
O=C(NCCC1=CCCCC1)C1CCN(C(=O)c2ccc(Cl)cc2)CC1,0,?,3,-7,.,9,18,.
C[C@H](CO)N1C[C@H](C)[C@@H](CN(C)Cc2ccc(C(=O)Nc3ccccc3N)cc2)Oc2c(NS(=O)(=O)c3ccc(F)cc3)cccc2C1=O,6,.,2,-12,-0.2,.,-13,0.0
Cc1nn(CC(=O)NNC(=S)Nc2ccccc2)c(C)c1[N+](=O)[O-],-4,-3,1,12,.,-3,2,.
O=C(COC(=O)/C=C/c1cccc(F)c1)NC(=O)NC1CCCC1,-3,-1,0,-6,.,-4,1,0.0
Cc1cc(NC(=O)CSc2n[nH]c(=O)[nH]c2=O)ccc1Br,5,.,.,-11,0.5,.,-1,0.0
COc1ccc(OCCCC(=O)OC(C)C(=O)Nc2cccc(C(C)=O)c2)cc1 (configuration not stated),-5,.,0,-17,0.0,10,19,-0.1
C[C@@H]1CN([C@H](C)CO)C(=O)c2cc(NC(=O)CCC(F)(F)F)ccc2O[C@@H]1CN(C)Cc1ccccc1,-5,0,-1,10,-0.2,-5,7,-1.0
COc1ccccc1C(=O)NC(CCSC)C(=O)N1CCN(C(C)=O)CC1 (configuration not stated),2,-14,-1,-15,-0.5,2,9,0.0
O=C1CCC(C(=O)Nc2ccc(Cl)cc2)N1 (configuration not stated),-3,-6,0,-12,.,6,-4,0.1
CN1CCn2cnc(C(=O)N3CCN(c4ccccc4)CC3)c2C1=O,-2,3,2,6,-0.4,14,6,0.0
CCSCCOC(=O)C1=C(C)NC(=O)NC1c1ccccc1 (configuration not stated),-1,0,3,5,-1.5,0,3,0.0
O=C(NC(=S)Nc1cccc2ncccc12)c1ccco1,2,.,-6,1,0.0,-17,-8,0.1
CNC[C@H]1Oc2cc(C#Cc3cccnc3)ccc2S(=O)(=O)N([C@@H](C)CO)C[C@@H]1C,0,-2,7,-4,-0.3,7,2,-1.1
CCN(CC(=O)Nc1ccccc1C(F)(F)F)C(=O)CSCc1c(C)noc1C,10,.,-1,5,.,.,3,-0.1
CCOCCN1CCN(C2c3ccccc3CSc3ccccc32)CC1 (configuration not stated),-5,.,0,13,-0.1,5,-2,0.0
C[C@@H]1CN([C@@H](C)CO)S(=O)(=O)c2ccc(C#Cc3ccncc3)cc2O[C@H]1CN(C)C,-1,-7,-4,1,-0.1,10,-2,-0.2
CC(=O)Nc1nnc(SCC(=O)NC2CC2)s1,-1,-3,1,-11,.,-1,2,.
Cc1ccccc1-c1nc2c3ccccc3nc(=S)n2[nH]1,-1,12,-2,2,0.2,5,1,0.0

molecule,ERp5 block,esBAF inh,ERAP1 HTS inh,RAD52 anneal inh,E-selectin induc,RAD54 inh,S100A4 MyoIIA,Xi reactivation
O=C(/C=C/c1ccccc1)CC(=O)c1ccccc1,1,17,0,-34,-1.0,-5,-1,-0.1
Cc1nn(-c2ccccc2)nc1CNS(C)(=O)=O,0,.,0,-8,10,.,-2,-0.1
O=C(Cn1nc(-c2ccccc2)nc1-c1ccccc1)OC1CCCCC1,6,2,-6,-1,.,-8,0,.
Cc1ccc(S(=O)(=O)N2CCN(C(=O)n3ccnc3)CC2)cc1,1,-4,0,-8,.,4,-2,0.1
C[C@H](CO)N1C[C@H](C)[C@@H](CN(C)Cc2ccc(Cl)c(Cl)c2)Oc2c(NC(=O)C3CCOCC3)cccc2C1=O,2&-2,-7&-4,0&-1,7&-33,1.6,-7&-4,-2&-3,0.0&0.0
CC(C)CC(O)(c1ccccc1)C(CN1CCOCC1)c1ccccc1 (configuration not stated),2,-1,-1,-14,0.5,-21,5,-0.1
CC(C)CN(C(=O)CN1C(=O)NC(c2ccccc2)(c2ccccc2)C1=O)C1CCS(=O)(=O)C1 (configuration not stated),0,-2,-1,-10,-0.5,3,-11,0.0
CNC[C@H]1Oc2ccc(NC(=O)Nc3cccc4ccccc34)cc2C(=O)N([C@@H](C)CO)C[C@@H]1C,-4,0,0,-3,.,-14,-6,-1.3
COCCn1c(N)c(C(=O)c2cccc(S(=O)(=O)N3CCCCCC3)c2)c(=O)[nH]c1=O,2,7,-6,-2,-0.4,-12,-2,0.0
CC1Sc2ccc(S(=O)(=O)CCC(=O)N3CCCC3)cc2NC1=O (configuration not stated),.,-2,-5,-11,.,-2,17,0.0
CCC1(c2ccccc2)NC(=O)N(CC(=O)NNC(=O)c2ccc(F)cc2)C1=O (configuration not stated),0,3,1,-5,0.2,-8,2,0.3
COc1ccc(C2=NOC(Cn3nc(-c4ccccc4)cc3C(=O)NCc3cccc(Br)c3)C2)cc1 (configuration not stated),21,0,.,14,0.1,8,-1,-0.2
O=C(C[C@@H]1C=C[C@@H](NC(=O)CN2CCOCC2)[C@H](CO)O1)NC1CCC1,-1,5,-1,3,-0.3,-4,6,-1.0
C[C@@H]1CCCCO[C@H](CN(C)S(=O)(=O)c2ccc(Cl)cc2)[C@@H](C)CN([C@H](C)CO)C(=O)c2cc(NS(=O)(=O)c3ccc(F)cc3)ccc2O1,-2,-1,5,14,.,-17,-5,0.0
CCNC(=S)NCc1ccc(OC)c(OC)c1,1,-2,0,-5,6.4,-1,0,0.0
Cc1ccc(C(NC(=O)Nc2ccccn2)C(Cl)(Cl)Cl)cc1F (configuration not stated),-2,-3,1,-15,42*,.,-4,0.5
Cc1cnc(NC(=O)C2C(=O)c3ccccc3S(=O)(=O)N2C)s1 (configuration not stated),2,0,4,-15,-0.8,-1,3,0.0
COc1ccc(/C=C/CN2CCC(Oc3ccc(C(=O)N4CCCCC4)cc3)CC2)cc1,0,8,-2,-41,-0.3,-13,-1,-0.1
O=C(C[C@@H]1CC[C@H](NC(=O)Nc2cc(F)ccc2F)[C@@H](CO)O1)NCCCN1CCOCC1,5,1,4,-1,0.5,9,24,-0.1

Part of the list above, with each value named.
Cc1ccc(S(=O)(=O)N2CCN(C(=O)n3ccnc3)CC2)cc1
- ERp5 block: 1
- esBAF inh: -4
- ERAP1 HTS inh: 0
- RAD52 anneal inh: -8
- E-selectin induc: .
- RAD54 inh: 4
- S100A4 MyoIIA: -2
- Xi reactivation: 0.1

C[C@H](CO)N1C[C@H](C)[C@@H](CN(C)Cc2ccc(Cl)c(Cl)c2)Oc2c(NC(=O)C3CCOCC3)cccc2C1=O
- ERp5 block: 2&-2
- esBAF inh: -7&-4
- ERAP1 HTS inh: 0&-1
- RAD52 anneal inh: 7&-33
- E-selectin induc: 1.6
- RAD54 inh: -7&-4
- S100A4 MyoIIA: -2&-3
- Xi reactivation: 0.0&0.0

CC(C)CC(O)(c1ccccc1)C(CN1CCOCC1)c1ccccc1 (configuration not stated)
- ERp5 block: 2
- esBAF inh: -1
- ERAP1 HTS inh: -1
- RAD52 anneal inh: -14
- E-selectin induc: 0.5
- RAD54 inh: -21
- S100A4 MyoIIA: 5
- Xi reactivation: -0.1

CC(C)CN(C(=O)CN1C(=O)NC(c2ccccc2)(c2ccccc2)C1=O)C1CCS(=O)(=O)C1 (configuration not stated)
- ERp5 block: 0
- esBAF inh: -2
- ERAP1 HTS inh: -1
- RAD52 anneal inh: -10
- E-selectin induc: -0.5
- RAD54 inh: 3
- S100A4 MyoIIA: -11
- Xi reactivation: 0.0

Assay outcomes: PubChem BioAssay, Broad Institute
